BB579 growth dn = chemicals that inhibit yeast BB579 growth in restrictive medium (lifespan-shortening candidates); S. cerevisiae BB579 growth, OD615, 48 h; inhibition, % at 10 µM; 140,000 compounds, 0.51% hits;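 active = inhibition above a set limit, 3 SD over the mean compound inhibition, cut at about 44% in these data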; note: inactives centre near -24
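Assay system – yeast BB579 (DeaD) · Dosing – single compound dose of 10 µM, 0.25% DMSO final · Detection – OD615 turbidity measurement · Buffer or medium – CSMM-D restrictive synthetic medium containing dextrose (glucose) · Benchmarks – positive control amphotericin B 10 µg/mL · Incubation – 48 h exposure, 30 °C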
E-sel TNF inh = blocks E-selectin expression induced by TNF alpha; 120,000 compounds, 0.71% hits; HUVEC TNFa-induced E-selectin immunofluorescence, high content; inhibition, % at 2 µM;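 active = inhibition above the batch mean plus 3 SD, and confirmed as a hit on visual image review, cut at about 43% in these data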;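 note: 0% = TNF-stimulated DMSO wells and 100% = unstimulated control wells; not every result past the cut was called active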
Phagocytosis inh = inhibitors of macrophage phagocytosis. 110,000 compounds, 0.07% hits. J774A.1 macrophage IgG-bead phagocytosis, imaging. inhibition, % at 5 µM. AID 1029;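 active = inhibition above the mean of the plate negative controls plus 5 SD, cut at about 13% in these data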;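 note: phagocytic index as fraction of beads internalized from green versus red external bead signal; plate controls were DMSO negative control for no effect and cytochalasin-D positive control for full effect; some results beyond the cut were filed as inactive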
Measles CPE = protection of cells from measles virus. Measles virus-infected cells, CPE protection, absorbance. protection (pct of control), % at 4 µM. 140,000 compounds, 1.5% hits; in the data active = protection mostly above about 24%, no sharp cut-off; inactive = mostly below about 26%; note: some compounds called inactive have numbers as strong as hits
MRP-1 activ = MRP-1 activation | viability increase, % at 10 µM | AID 799 | 140,000 compounds, 0.61% hits | H69AR cells + doxorubicin, viability rescue, CellTiter-Glo;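 active = viability gain under doxorubicin at or above a set limit, the compound median plus 3 SD, cut at about 4.7% in these data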;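 note: MRP-1 overexpressing cells given doxorubicin 25 µM after compound pretreatment; 18-22 h compound pretreatment then 72 h with doxorubicin before readout; 0% = doxorubicin-only wells and 100% = vehicle-treated cells without doxorubicin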
Yeast lifespan up = yeast lifespan extension | S. cerevisiae growth with nicotinamide, OD615; deaD strain in restrictive glucose medium | inhibition of the nicotinamide effect, % at 10 µM | 130,000 compounds, 0.68% hits | AID 775;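 active = inhibition above a set limit, placed 3 SD over the median of all compounds, cut at about 26% in these data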;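 note: 0% = nicotinamide-treated wells and 100% = cells grown without nicotinamide; some compounds called inactive have numbers as strong as hits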
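Test system – modified budding yeast, DeaD strain · Compound – single dose 10 µM compound, 0.25% DMSO · Times – culture preincubation 4 h, compound exposure 48 h, both 30 °C · Detection – optical density (absorbance) at 615 nm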
GALR2 antag = antagonists of human galanin receptor 2 (GALR2); GALR2-expressing cells, antagonist mode; 140,000 compounds, 0.39% hits; O43603; inhibition, % at 4 µM; in the data active = inhibition above about 27%;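 note: cells stimulated with galanin 1-16 at roughly its EC80; 0% = agonist challenge control and 100% = basal control without agonist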
Target sequence (O43603 whole entry, looked up): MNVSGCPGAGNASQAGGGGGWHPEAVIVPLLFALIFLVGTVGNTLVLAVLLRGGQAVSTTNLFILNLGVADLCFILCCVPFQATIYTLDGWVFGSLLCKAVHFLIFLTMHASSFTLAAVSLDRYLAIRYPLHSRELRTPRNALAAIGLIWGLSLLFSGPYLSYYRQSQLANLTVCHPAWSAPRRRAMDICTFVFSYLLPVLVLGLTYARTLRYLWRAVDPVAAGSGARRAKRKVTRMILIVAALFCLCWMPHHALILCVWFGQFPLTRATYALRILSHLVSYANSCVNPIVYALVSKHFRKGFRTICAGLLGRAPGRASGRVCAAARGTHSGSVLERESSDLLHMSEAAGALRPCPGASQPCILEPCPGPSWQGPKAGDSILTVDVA
PTEN del growth = PTEN-deleted cell growth suppression. HCT116 PTEN-null viability, CellTiter-Glo, 60 h; stronger effect = lower value. AID 827. viability, % at 10 µM. 140,000 compounds, 1.2% hits;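 active = viability at or below a set limit, 4 SD under the median of all tested compounds, cut at about 3.7% in these data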;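 note: PTEN knockout HCT116 line with beta catenin targeted HCT116 as companion control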
bCat KO growth = beta-catenin-lacking colon tumor cell growth suppression. viability, % at 10 µM. HCT116 beta-catenin knockout viability, CellTiter-Glo, 60 h; stronger effect = lower value. 140,000 compounds, 1.5% hits;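 active = viability at or under a set limit, the compound median less 4 SD, cut at about 6% in these data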;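 note: 0% = Hyamine 1622 control at 20 µM and 100% = untreated cell control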
NPY Y2 blocker = antagonists of human neuropeptide Y receptor Y2; inhibition, % at 2.7 µM; 140,000 compounds, 0.99% hits; AID 793; NPY-Y2 expressing cells, antagonist mode; in the data active = inhibition above about 17%;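 note: 0% = vehicle with agonist challenge and 100% = reference antagonist with challenge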
Target sequence (P49146 whole entry, looked up): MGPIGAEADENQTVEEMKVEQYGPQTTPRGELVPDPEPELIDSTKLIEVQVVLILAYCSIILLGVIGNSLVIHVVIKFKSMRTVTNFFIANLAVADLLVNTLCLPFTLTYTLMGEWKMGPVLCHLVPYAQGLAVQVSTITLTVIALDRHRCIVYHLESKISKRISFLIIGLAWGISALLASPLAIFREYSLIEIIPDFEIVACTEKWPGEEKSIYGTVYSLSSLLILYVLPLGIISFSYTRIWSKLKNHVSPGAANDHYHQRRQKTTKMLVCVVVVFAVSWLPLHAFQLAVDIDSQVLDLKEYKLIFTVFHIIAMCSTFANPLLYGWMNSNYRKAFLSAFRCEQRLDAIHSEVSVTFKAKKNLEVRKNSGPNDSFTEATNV
An asterisk follows results filed as active; . = not tested or not shown. Outcome played no part in choosing rows. Share with any hit: about 6.4%.

smiles,BB579 growth dn,E-sel TNF inh,Phagocytosis inh,Measles CPE,MRP-1 activ,Yeast lifespan up,GALR2 antag,PTEN del growth,bCat KO growth,NPY Y2 blocker
CCOc1cc(/C=N/O)cc(Br)c1OC,-19,-14,-1,17,-4.8,-11,-19,100,109,2
Cc1cc(C)nc(SCCC(=O)Nc2ccccc2C)n1,23,-16,.,11,1.6,-4,0,110,93,3
Cc1cccc(NC(=S)NCc2ccccn2)c1,-9,-1,6,3,-4.2,-12,7,101,95,4
CCc1ccc2oc(-c3ccc(N)cc3)nc2c1,-43,-19,0,12,-4.4,-26,8,86,86,-4
CCCSc1nc(C)c(CC(=O)OCC)c(=O)[nH]1,-42,.,3,1,-0.6,22,4,93,101,5
O=C(CC(Nc1ccccc1Cl)C(=O)OCC(=O)c1cccs1)c1ccccc1 (stereo unspecified),-35,11,0,6,-2.0,-3,-4,74,64,4
Fc1ccc(OCc2nn3c(Cn4nnc5ccccc54)nnc3s2)cc1,-14,-111,-1,27,-2.2,-5,10,93,94,4
CC(=O)NC1Sc2ccccc2N=C1c1ccccc1 (stereo unspecified),-1,5,-1,3,-1.5,-19,10,91,88,-2
CCOc1cccc(C(=O)Nc2nc(-c3ccc(S(=O)(=O)N4CCOCC4)cc3)cs2)c1,-82,0,-4,5,-0.2,-4,-1,76,82,9
O=C1c2ccccc2C(=O)N1C/C=C/c1ccccc1,-51,5,-1,8,-0.8,-12,-1,89,90,8
Cc1cc(C)c(C)c(N=Nc2nc3ccccc3n2C)c1C,4,9,-6,12,-2.6,-4,1,52,46,0
COc1ccc(CNC(=O)C(C)NC(=O)c2cc3ccccc3o2)cc1 (stereo unspecified),-10,.,-1,25,-0.5,-10,7,100,91,5
Cc1noc(NS(=O)(=O)c2ccc(NC(=O)c3cnc4scc(C)n4c3=O)cc2)c1C,-37,-10,0,9,-1.9,-8,1,103,89,9
Cc1c(-c2ccccc2)[n+](=O)c(-c2ccco2)c(C)n1[O-],-20,12,-2,15,-1.5,-1,4,98,96,2
O=[N+]([O-])c1cccc(/C=N/Nc2nnc(-c3ccccc3)c(-c3ccccc3)n2)c1,-11,.,-9,6,1.5,0,0,94,87,6
O=C(NCC(=O)N(Cc1ccco1)C(C(=O)NC1CCCC1)c1cccnc1)c1cccs1 (stereo unspecified),-28,9,0,.,-1.8,-9,1,100,96,-2
CCc1ccccc1NC(=O)c1ccc(NCCc2ccccc2)c([N+](=O)[O-])c1,-8,24,-7,11,0.3,-5,-3,92,89,7
Nn1c(Cc2ccccc2F)nnc1SCC(=O)N1CC(=O)Nc2ccccc21,-13,-2,.,8,-3.1,-6,-4,95,93,2
C=CCn1c(SCC(=O)N2CCOCC2)nc(O)cc1=O,-30,.,.,2,-0.6,-3,-3,103,101,-1
CCCn1c(SCc2ccccc2)nc2c1c(=O)[nH]c(=O)n2C,-8,-22,2,5,-4.7,-9,9,86,83,3
Cc1cccc(C)c1NC(=O)CCCSc1nnc(-c2ccc(F)cc2)n1-c1ccccc1,-21,.,-4,7,-3.8,3,-16,61,70,5
CCOC(=O)C1=C(O)CSC1=Nc1ccccc1,-56,.,0,1,-0.8,-13,3,112,105,0
Cc1c(C#N)c(=O)oc2ccc3ccccc3c12,38,.,.,15,1.2,-18,-14,96,111,-1
COC(=O)c1c(C(=O)OC)c2cccc3cc(-c4ccccc4)c4ccc1c4n32,-26,2,1,4,-3.5,3,4,89,81,-2
CCOCCCNC(=O)c1cc(Sc2ccc(F)cc2)nc2ccccc12,-26,12,-9,13,-2.6,3,0,81,85,4
NC1=NC2(CCN(Cc3ccccc3)CC2)n2c(nc3ccccc32)N1,-25,.,1,16,-1.7,0,5,90,88,1
CCOc1ccccc1CNC(=O)c1cc2oc3ccccc3c2n1C,-28,-17,.,77*,1.9,-9,3,59,74,6
Brc1ccc(-c2csc(N3CCC(c4ccccc4)C3)n2)cc1 (stereo unspecified),-52,5,.,8,1.7,0,-12,95,99,4
CCOC(=O)CSc1nnc(NC(=O)c2cccc(S(=O)(=O)N3CCCCCC3)c2)s1,-72,-12,.,0,-1.6,-4,7,81,98,3
CN(Cc1ccccc1)S(=O)(=O)c1ccc(NC(=S)NC(=O)C2CCCC2)cc1,-24,-3,.,6,-4.0,-17,-5,28,28,17
COc1ccccc1/C=N/NC(=O)CCn1cnc2ccccc21,-22,.,.,6,-0.9,4,-2,92,89,0
C[C@@H]1CCC[C@H](C)N1NC(=O)c1ccc(Cl)c(S(N)(=O)=O)c1,-5,.,.,11,-1.1,8,-3,100,93,2
O=C(COc1ccc2ccccc2c1Br)N1CCOCC1,-38,-1,.,5,-0.8,-7,1,92,97,-3
O=C(NCc1ccc2c(c1)OCO2)c1ccc(Cl)c(S(=O)(=O)N2CCOCC2)c1,-23,7,-1,7,0.3,-12,-12,99,96,3
COc1ccc(CCNC(=O)c2ccc(CNc3c(N4CCOCC4)c(=O)c3=O)cc2)cc1OC,-27,.,0,12,1.5,3,5,108,87,0
O=C(Nc1nc(-c2cc3ccccc3oc2=O)cs1)c1ccco1,-24,-46,0,16,-3.1,-7,-1,84,87,12
CCOC(=O)c1nn(-c2ccc(F)cc2)c(-c2ccccc2)c1C(=O)c1ccccc1,-15,43,.,3,-4.0,-12,-6,67,70,15
CN(C)S(=O)(=O)Nc1ccc(C(=O)O)cc1,-14,-76,-1,9,-2.9,-6,2,108,100,1
CC1CCCC(C)N1C(=O)CSc1nnnn1Cc1ccccc1 (stereo unspecified),-78,17,0,16,-1.7,3,6,96,88,-1
CN1CCN(CCCNC(=O)CCCOc2cc(=O)n(C)c3ccccc23)CC1,-33,-44,0,9,-3.0,7,11,81,84,0

Record cards, from the list above.
Listed for O=C(Nc1nc(-c2cc3ccccc3oc2=O)cs1)c1ccco1 → BB579 growth dn: -24; E-sel TNF inh: -46; Phagocytosis inh: 0; Measles CPE: 16; MRP-1 activ: -3.1; Yeast lifespan up: -7; GALR2 antag: -1; PTEN del growth: 84; bCat KO growth: 87; NPY Y2 blocker: 12
Listed for C[C@@H]1CCC[C@H](C)N1NC(=O)c1ccc(Cl)c(S(N)(=O)=O)c1 → BB579 growth dn: -5; E-sel TNF inh: .; Phagocytosis inh: .; Measles CPE: 11; MRP-1 activ: -1.1; Yeast lifespan up: 8; GALR2 antag: -3; PTEN del growth: 100; bCat KO growth: 93; NPY Y2 blocker: 2
Listed for COc1ccccc1/C=N/NC(=O)CCn1cnc2ccccc21 → BB579 growth dn: -22; E-sel TNF inh: .; Phagocytosis inh: .; Measles CPE: 6; MRP-1 activ: -0.9; Yeast lifespan up: 4; GALR2 antag: -2; PTEN del growth: 92; bCat KO growth: 89; NPY Y2 blocker: 0

Additional records follow:
SMILES	BB579 growth dn	E-sel TNF inh	Phagocytosis inh	Measles CPE	MRP-1 activ	Yeast lifespan up	GALR2 antag	PTEN del growth	bCat KO growth	NPY Y2 blocker
COc1cc(/C=N/N=C(/N)c2nonc2N)cc(Br)c1OCc1ccccc1C	-57	-25	0	5	0.0	-12	-15	22	21	11
CC(NC(=O)C(C)(C)C)c1nc2ccccc2n1C (stereo unspecified)	-49	-2	-1	12	0.6	-3	-5	108	100	0
C=CCSc1nnc2c(n1)OC(c1cccnc1)Nc1ccccc1-2 (stereo unspecified)	-92	.	-1	11	-0.4	-13	7	104	96	4
Cc1[nH]nc2cn[nH]c12	-31	.	.	22	-0.8	-2	7	92	101	-2
CCc1nc(N2CCCC2)c(C#N)c2c1CCCC2	-24	-2	-1	4	-2.5	-23	0	95	95	3
Cc1onc(-c2ccccc2)c1C(=O)Nc1ccc(N2CCOCC2)cc1	-94	-11	.	13	-0.8	-6	-5	91	91	0
Cc1ccccc1NS(=O)(=O)c1ccc(OCC(=O)N2CCCC2)cc1	-16	0	0	17	-1.0	1	6	99	91	2
CN(Cc1c(O)ccc2c1oc(=O)c1ccccc12)C1CCCCC1	-23	-45	-4	4	-1.3	46*	7	70	71	9
Nc1cccc(C(=O)OCC(=O)Nc2cccc3c2C(=O)c2ccccc2C3=O)c1	-27	-10	-7	4	-4.0	-5	5	98	100	0
C/C(=C\C(=S)Nc1ccccc1)Nc1ccccc1	2	.	-5	7	-1.3	-2	4	99	92	0
O=C(NCCCn1ccnc1)c1ccc(Br)c(S(=O)(=O)N2CCOCC2)c1	-44	12	.	17	-2.9	3	2	88	97	-1
CCCCCCCN1N=C(C)C(C(=O)c2ccccc2)C1=O (stereo unspecified)	26	-11	0	5	-1.0	-27	-4	92	79	5
CCCCOCCCn1cnc2c([nH]c3cc(OC)ccc32)c1=O	-18	-14	-1	7	-1.3	-15	2	88	95	5
CC(=O)N1CCc2c(sc(NC(=O)C3CC3)c2-c2nc3ccccc3s2)C1	-10	-60	-1	11	-4.8	-3	2	20	6.0*	4
O=C(C/C=N/OCc1c(Cl)cccc1Cl)c1ccc(Cl)cc1	4	-35	0	5	2.4	-6	0	97	86	4
c1ccc2c(c1)CCN2CCN1CCc2ccccc21	-38	-33	2	10	-1.3	-10	14	93	88	-1
CCc1ccc(C(C)NC(=O)/C=C/c2ccc(Br)cc2)cc1 (stereo unspecified)	-55	-2	4	14	2.0	0	-7	93	84	12
COc1ccc(C(=O)Nc2ccc(C)cn2)c(OC)c1	-46	9	-2	5	-0.9	-18	-4	105	91	0
Cc1nc(SC2CCOC2=O)c2c(C)c(C)sc2n1 (stereo unspecified)	-30	-60	.	9	-2.4	-21	4	105	109	0
Cc1cccc(C)c1OCC(=O)NCc1nnc(SCC(=O)NC2CCCCC2C)n1C (stereo unspecified)	-32	-30	-2	14	-0.3	-3	-6	102	101	-1
